BoNT F protease: BoNT F light chain protease inhibition; Multiplex microsphere protease cleavage assay, flow cytometry; hit rate 0.22% among 360,000; inhibition, % at 10 µM; in the data active means inhibition above about 35%, passing the limit was not always enough; inconclusive means no clear call, values can overlap the other calls; further: plate controls were buffer without enzyme for full effect and enzyme alone for no effect
UGM FP inh: Mtb UDP-galactopyranose mutase inhibition. purified UGM, fluorescence polarization probe displacement. inhibition, % at 10 µM. hit rate 0.06% among 320,000. P9WIQ1; in the data active means inhibition above about 10%, passing the limit was not always enough; inconclusive means no clear call, values can overlap the other calls
Target sequence (P9WIQ1 whole entry, looked up): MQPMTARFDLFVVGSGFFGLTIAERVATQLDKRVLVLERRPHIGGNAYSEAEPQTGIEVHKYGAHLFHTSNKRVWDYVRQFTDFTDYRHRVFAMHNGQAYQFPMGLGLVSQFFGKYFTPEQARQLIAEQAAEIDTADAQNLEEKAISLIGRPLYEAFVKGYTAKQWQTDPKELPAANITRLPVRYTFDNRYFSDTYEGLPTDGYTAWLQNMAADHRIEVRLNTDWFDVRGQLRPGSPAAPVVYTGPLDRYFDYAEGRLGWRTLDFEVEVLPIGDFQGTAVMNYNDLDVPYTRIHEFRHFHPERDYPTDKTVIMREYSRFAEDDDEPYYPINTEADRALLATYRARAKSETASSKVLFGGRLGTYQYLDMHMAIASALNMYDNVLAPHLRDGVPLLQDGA
FadD28 FP inh: blocks FadD28 binding to the bisubstrate probe. hit rate 0.22% among 360,000. inhibition, % at 12.5 µM. fluorescence polarization. AID 588549; in the data active means inhibition above about 8.5%, passing the limit was not always enough; inconclusive means no clear call, values can overlap the other calls
BoNT A protease: inhibitors of Botulinum neurotoxin A light chain protease. multiplex microsphere protease substrate cleavage, flow cytometry. inhibition, % at 10 µM. hit rate 0.17% among 360,000. AID 588499; in the data active means inhibition above about 30%; inconclusive means no clear call, values can overlap the other calls; further: plate controls were buffer without enzyme for full effect and enzyme alone for no effect
FBA Mtb inh: inhibits M. tuberculosis FBA enzyme | hit rate 2.3% among 360,000 | AID 588726 | inhibition, % at 1 µM | purified M. tuberculosis FBA, fluorescence read-out; in the data active means inhibition above about 27%;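 further: 0% = vehicle and 100% = reference inhibitor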
Target sequence (P9WQA3 whole entry, looked up): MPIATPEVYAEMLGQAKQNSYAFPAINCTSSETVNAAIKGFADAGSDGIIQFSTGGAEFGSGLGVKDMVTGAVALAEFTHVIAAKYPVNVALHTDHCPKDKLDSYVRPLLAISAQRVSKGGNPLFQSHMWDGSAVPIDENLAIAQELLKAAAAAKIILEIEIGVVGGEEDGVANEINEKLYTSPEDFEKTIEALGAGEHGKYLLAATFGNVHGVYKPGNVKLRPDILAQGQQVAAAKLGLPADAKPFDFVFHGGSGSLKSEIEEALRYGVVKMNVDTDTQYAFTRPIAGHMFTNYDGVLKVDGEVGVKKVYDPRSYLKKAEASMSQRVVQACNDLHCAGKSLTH
GDH-TPI counter: GDH-TPI coupled enzyme inhibition counter-screen. GDH-TPI coupled enzyme counterscreen, NADH absorbance. inhibition, % at 4.8 µM. hit rate 1.2% among 360,000;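 further: 0% = DMSO wells and 100% = wells lacking the enzyme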
CCHF vOTU inh: blocks the CCHF virus ovarian tumor domain protease. CCHFV vOTU protease, Pep-AMC fluorescence. inhibition, % at 11.5 µM. hit rate 0.55% among 370,000; further: 0% = vehicle wells with enzyme and 100% = no enzyme wells
Mtb BioA inh: BioA (M. tuberculosis) enzyme inhibition. purified M. tuberculosis BioA enzyme, plate reader. inhibition, % at 9.99 µM. hit rate 0.096% among 360,000; in the data active means inhibition above about 40%; inconclusive means no clear call, values can overlap the other calls
PrPC TRFRET: reduces human prion protein on the cell surface; P04156; cell surface PrPC, TR-FRET read-out; inhibition, % at 13.8 µM; hit rate 0.43% among 370,000; in the data active means inhibition above about 24%; further: 0% = median of the test wells and 100% = reference compound wells
* hit, by the source's call. Unless noted, no stated cut-off is given here; in the data, active means inhibition above about 30%; inactive means the rest.

`CC(=O)Nc1ccc2ccc3cccc4ccc1c2c34` gave BoNT F protease -6, UGM FP inh 0.5, FadD28 FP inh -2.9, BoNT A protease 0.5, FBA Mtb inh 18, GDH-TPI counter 34*, CCHF vOTU inh -3, Mtb BioA inh 1.1 and PrPC TRFRET -7.
Screening Cc1ccccc1CN(c1ccc(C(=O)Nc2ccccc2C(=O)N2CCCC2)cc1)S(C)(=O)=O returned BoNT F protease 2, UGM FP inh 2.5, FadD28 FP inh -0.6, BoNT A protease 0.3, FBA Mtb inh -1, GDH-TPI counter -1, CCHF vOTU inh -8 and PrPC TRFRET 2.
`C=CCN1CN(S(=O)(=O)c2cccc(Cl)c2)c2nc3ccccc3nc21` gave BoNT F protease 1, UGM FP inh -0.1, FadD28 FP inh -1.0, BoNT A protease -0.8, FBA Mtb inh 2, GDH-TPI counter 8, CCHF vOTU inh -2, Mtb BioA inh -1.6 and PrPC TRFRET -7.
For O=C(NNC(=S)Nc1ccc(Cl)cc1Cl)c1ccncc1 the results were BoNT F protease 2, UGM FP inh 1.3, FadD28 FP inh -1.7, BoNT A protease -0.2, FBA Mtb inh -3, GDH-TPI counter 13, CCHF vOTU inh 13 and PrPC TRFRET 8.
Cc1c2cnn(CC(=O)NCc3ccccn3)c(=O)c2c(C)n1Cc1ccc(Cl)cc1 was read as BoNT F protease -4, UGM FP inh 0.1, FadD28 FP inh -1.5, BoNT A protease -0.1, FBA Mtb inh 4, GDH-TPI counter 4, CCHF vOTU inh -8, Mtb BioA inh 87* and PrPC TRFRET 4.
For COc1ccc(S(=O)(=O)NCC2CCC(C(=O)NCCC(C)C)CC2)cc1 (configuration not stated) the results were BoNT F protease 7, UGM FP inh -0.5, FadD28 FP inh -0.8, BoNT A protease 2.3, FBA Mtb inh 5, GDH-TPI counter 17, CCHF vOTU inh -3, Mtb BioA inh -11 and PrPC TRFRET -3.
COC(=O)Nc1ccc(S(=O)(=O)N2CCC(C)CC2)cc1 was read as BoNT F protease 0, UGM FP inh 0.5, FadD28 FP inh -2.8, BoNT A protease 0.1, FBA Mtb inh 0, GDH-TPI counter 12, CCHF vOTU inh -9, Mtb BioA inh 0.6 and PrPC TRFRET -2.
For CCCCc1cn([C@@H](CCCCN)C(=O)N2CCNCC2)nn1 the results were BoNT F protease -2, UGM FP inh -0.2, FadD28 FP inh -3.3, BoNT A protease 0.0, FBA Mtb inh 0, GDH-TPI counter -3, CCHF vOTU inh 4, Mtb BioA inh -2.7 and PrPC TRFRET 3.
`CS(=O)(=O)c1ccc2nc(NC(=O)C3=NN(c4ccccc4)C(=O)CC3)sc2c1` gave BoNT F protease -6, UGM FP inh -1.5, FadD28 FP inh -2.4, BoNT A protease -0.3, FBA Mtb inh 2, GDH-TPI counter 21, CCHF vOTU inh 16, Mtb BioA inh 0.4 and PrPC TRFRET -9.
For Cc1cccc(NC(=O)c2cccc(C(=O)Nc3cccc(C)c3)n2)c1 the results were BoNT F protease -2, UGM FP inh -0.5, FadD28 FP inh -0.1, BoNT A protease 0.0, FBA Mtb inh 1, GDH-TPI counter -2, CCHF vOTU inh -3 and PrPC TRFRET 2.
O=C(NCCc1ccc2c(c1)OCCO2)c1ccccc1F was read as BoNT F protease -6, UGM FP inh 1.5, FadD28 FP inh -1.8, BoNT A protease 0.5, FBA Mtb inh 0, GDH-TPI counter 6, CCHF vOTU inh -2 and PrPC TRFRET 0.
`O=C(c1ccccc1)c1ccc[nH]1` gave BoNT F protease 6, FadD28 FP inh -0.6, BoNT A protease 0.1, FBA Mtb inh 0, GDH-TPI counter 15, CCHF vOTU inh 13, Mtb BioA inh -2.4 and PrPC TRFRET -5.
Screening N#Cc1ccc(C2=CC(=O)C[C@H](c3ccc(F)cc3)C2)cc1 returned BoNT F protease -1, UGM FP inh -2.3, FadD28 FP inh -0.6, BoNT A protease -0.1, FBA Mtb inh -2, GDH-TPI counter 6, CCHF vOTU inh -6, Mtb BioA inh -1.3 and PrPC TRFRET 3.
Screening Cc1nc2ccccn2c1/C(O)=C1\C(=O)C(=O)N(CCN2CCOCC2)C1c1ccncc1 (configuration not stated) returned BoNT F protease -6, UGM FP inh 0.4, FadD28 FP inh -2.2, BoNT A protease 1.1, FBA Mtb inh -3, GDH-TPI counter 20, CCHF vOTU inh 14 and PrPC TRFRET -2.
O=[N+]([O-])c1cccc(/C=C/c2nc(C=Nc3ccccc3)c(O)o2)c1 was read as BoNT F protease -5, UGM FP inh 3.2, FadD28 FP inh -3.9, BoNT A protease 1.7, FBA Mtb inh 1, GDH-TPI counter 5, CCHF vOTU inh 14 and PrPC TRFRET -9.
Screening O=C(Nc1nccs1)c1cc2sccc2n1Cc1ccc(F)cc1 returned BoNT F protease -3, UGM FP inh 0.2, FadD28 FP inh -0.9, BoNT A protease inconclusive, FBA Mtb inh 4, GDH-TPI counter 22, CCHF vOTU inh -16, Mtb BioA inh -3.2 and PrPC TRFRET 23.
Screening Cc1cc(C(=O)CSc2nncs2)c(C)n1-c1ccc2c(c1)OCO2 returned BoNT F protease -1, UGM FP inh 0.4, FadD28 FP inh -0.5, BoNT A protease 0.3, FBA Mtb inh 1, GDH-TPI counter 13, CCHF vOTU inh -16, Mtb BioA inh 49* and PrPC TRFRET 12.
O=C(/C=C/c1ccccc1)c1ccccc1O was read as BoNT F protease -2, UGM FP inh -0.7, FadD28 FP inh -2.6, BoNT A protease -0.2, FBA Mtb inh 0, GDH-TPI counter 14 and Mtb BioA inh 0.7.
Screening O=C(COc1ccc(F)cc1Br)N1CCN(c2ncccn2)CC1 returned BoNT F protease 3, UGM FP inh 0.2, FadD28 FP inh 0.4, BoNT A protease 0.2, FBA Mtb inh 4, GDH-TPI counter 3, CCHF vOTU inh -8 and PrPC TRFRET 5.
`Cc1cccn2c(=O)c(/C=C(\C#N)S(=O)(=O)c3ccccc3)c(N3CCN(Cc4ccccc4)CC3)nc12` gave BoNT F protease 4, UGM FP inh 0.4, FadD28 FP inh -1.9, BoNT A protease 2.1, FBA Mtb inh -2, GDH-TPI counter -9, CCHF vOTU inh 1, Mtb BioA inh -2.2 and PrPC TRFRET -7.
CCc1ccccc1NC(=O)CNC(=O)c1ccc(S(=O)(=O)NCc2ccco2)cc1 was read as BoNT F protease 0, FadD28 FP inh -3.1, BoNT A protease 0.0, FBA Mtb inh 0, GDH-TPI counter -8, CCHF vOTU inh 12, Mtb BioA inh 0.6 and PrPC TRFRET -12.
`COc1ccc(-c2nnc(SC(C(=O)c3c[nH]c4ccccc34)c3ccccc3)n2N)cc1OC` (configuration not stated) gave BoNT F protease 11, FadD28 FP inh -3.9, BoNT A protease 2.4, FBA Mtb inh -2, GDH-TPI counter 2, CCHF vOTU inh 15, Mtb BioA inh -1.9 and PrPC TRFRET 7.
Screening COc1cc(OC)nc(NC(C)=O)n1 returned BoNT F protease -4, UGM FP inh 1.1, FadD28 FP inh -1.8, BoNT A protease -3.7, FBA Mtb inh 1, GDH-TPI counter 4, CCHF vOTU inh 0, Mtb BioA inh -0.6 and PrPC TRFRET 1.
For NC(=S)NNC(=O)Nc1ccc(Cl)c(Cl)c1 the results were BoNT F protease -1, UGM FP inh -1.4, FadD28 FP inh -4.8, BoNT A protease 0.3, FBA Mtb inh 0, GDH-TPI counter 5, CCHF vOTU inh 0 and PrPC TRFRET 8.
For Cn1nc(C(C)(C)C)cc1NC(=O)C1(C)CCN1C(=O)c1ccccc1CCc1ccccc1 (configuration not stated) the results were BoNT F protease 5, FadD28 FP inh -0.5, BoNT A protease 0.0, FBA Mtb inh 4, GDH-TPI counter 4, CCHF vOTU inh 15, Mtb BioA inh -0.3 and PrPC TRFRET 7.
Screening COC(=O)c1ccc2nc(-c3cccc(Br)c3)c(Cc3ccsc3)n2c1 returned BoNT F protease 2, FadD28 FP inh -0.4, BoNT A protease 2.0, FBA Mtb inh 4, CCHF vOTU inh -1, Mtb BioA inh -1.9 and PrPC TRFRET -6.
`O=C(NCCC(=O)N1CCN(c2ccccc2O)CC1)c1ccc(Br)cc1` gave BoNT F protease -3, UGM FP inh 3.2, FadD28 FP inh -2.3, BoNT A protease -3.5, FBA Mtb inh 0, GDH-TPI counter -4, CCHF vOTU inh 12, Mtb BioA inh 0.2 and PrPC TRFRET 7.
Screening Cc1ccc2c(CC(=O)OCc3cc(=O)n4c(n3)sc3ccccc34)coc2c1 returned BoNT F protease inconclusive, UGM FP inh -0.3, FadD28 FP inh -0.4, BoNT A protease -1.1, FBA Mtb inh 4, GDH-TPI counter 3, CCHF vOTU inh 12, Mtb BioA inh -1.7 and PrPC TRFRET 5.
COC(=O)C1=C(c2ccc(F)cc2F)C[C@@H]2CC[C@H]1N2C(=O)N1CCC(O)CC1 was read as BoNT F protease -3, UGM FP inh 1.3, FadD28 FP inh -1.9, BoNT A protease 0.5, FBA Mtb inh 4, GDH-TPI counter 15, CCHF vOTU inh -4, Mtb BioA inh -1.2 and PrPC TRFRET 8.
For O=C(Nc1cc(S(=O)(=O)N2CCOCC2)ccc1N1CCOCC1)c1ccc(Cl)nc1 the results were BoNT F protease 2, UGM FP inh 0.4, FadD28 FP inh -0.8, BoNT A protease 2.1, FBA Mtb inh 4, GDH-TPI counter 20, CCHF vOTU inh -8, Mtb BioA inh 0.1 and PrPC TRFRET -3.
OCC1(CCCc2ccccc2)CCN(Cc2cc(F)ccc2F)CC1 was read as BoNT F protease -4, UGM FP inh 2.1, FadD28 FP inh -1.5, BoNT A protease -0.7, FBA Mtb inh 3, GDH-TPI counter 7, CCHF vOTU inh 2, Mtb BioA inh -1.2 and PrPC TRFRET -6.
`Cc1c(OCC(=O)N(C)C)ccc2c(-c3ccccc3)cc(=O)oc12` gave BoNT F protease -19, UGM FP inh -0.2, FadD28 FP inh -2.1, BoNT A protease -1.2, FBA Mtb inh 4, GDH-TPI counter 5, CCHF vOTU inh 2, Mtb BioA inh 36 and PrPC TRFRET 1.
Screening N#C/C(=C\c1c(N(Cc2ccccc2)Cc2ccccc2)nc2ccccn2c1=O)C(N)=O returned BoNT F protease -3, UGM FP inh -1.9, FadD28 FP inh -2.6, BoNT A protease 0.0, FBA Mtb inh 1, GDH-TPI counter 6, CCHF vOTU inh 10, Mtb BioA inh 4.5 and PrPC TRFRET -7.
For CCN1C(=O)c2cccc3cccc1c23 the results were BoNT F protease -8, UGM FP inh 2.4, FadD28 FP inh 0.1, BoNT A protease 1.4, FBA Mtb inh 2, GDH-TPI counter 22, CCHF vOTU inh 4, Mtb BioA inh -2.7 and PrPC TRFRET -4.
Screening CCOC(C(=O)OCCCN(CC)CC)(c1ccccc1)c1ccccc1 returned BoNT F protease 1, UGM FP inh -3.0, FadD28 FP inh -2.0, BoNT A protease 0.4, FBA Mtb inh 2, GDH-TPI counter 3, CCHF vOTU inh 0, Mtb BioA inh -0.5 and PrPC TRFRET -7.
`CC(C)(C)NC(=O)Cn1nnnc1-c1nonc1N` gave BoNT F protease 3, UGM FP inh 1.0, FadD28 FP inh -2.7, BoNT A protease -0.1, FBA Mtb inh 0, GDH-TPI counter 0, CCHF vOTU inh -4, Mtb BioA inh -0.5 and PrPC TRFRET -2.
Screening COc1ccc(/C=N/Nc2cc(N3CCCC3)nc(N3CCCC3)n2)cc1 returned BoNT F protease -4, UGM FP inh 1.1, FadD28 FP inh -1.6, BoNT A protease -0.4, FBA Mtb inh 0, GDH-TPI counter 16, CCHF vOTU inh -6, Mtb BioA inh -2.6 and PrPC TRFRET 6.
For CC(=O)c1ccc(NC(=O)c2cc(Cl)sc2Cl)cc1 the results were BoNT F protease 0, UGM FP inh 2.3, FadD28 FP inh -1.2, BoNT A protease -0.3, FBA Mtb inh -2, GDH-TPI counter 0, CCHF vOTU inh -2 and PrPC TRFRET 1.
`O=[N+]([O-])c1ccc(S(=O)(=O)N(CCCN2CCOCC2)Cc2cccs2)cc1` gave BoNT F protease 3, UGM FP inh -2.8, FadD28 FP inh -2.9, BoNT A protease -0.2, FBA Mtb inh 6, GDH-TPI counter -11, CCHF vOTU inh 0 and PrPC TRFRET -28.

As a short view, part of the list above:
For CC(=O)c1ccc(NC(=O)c2cc(Cl)sc2Cl)cc1 the results were BoNT F protease 0, UGM FP inh 2.3, FadD28 FP inh -1.2, BoNT A protease -0.3, FBA Mtb inh -2, GDH-TPI counter 0, CCHF vOTU inh -2 and PrPC TRFRET 1.
`O=[N+]([O-])c1ccc(S(=O)(=O)N(CCCN2CCOCC2)Cc2cccs2)cc1` gave BoNT F protease 3, UGM FP inh -2.8, FadD28 FP inh -2.9, BoNT A protease -0.2, FBA Mtb inh 6, GDH-TPI counter -11, CCHF vOTU inh 0 and PrPC TRFRET -28.

From PubChem BioAssay
